Assay outcomes (PubChem BioAssay)
All columns: NCI-60 one-dose screen, growth in % after 48 h at 10 µM unless noted; 100 = growth as untreated, 0 = no growth, -100 = all killed.
ACHN: ACHN renal cancer | 81,000 compounds, 4.9% hits
OVCAR-3: OVCAR-3 ovarian cancer. 79,000 compounds, 7% hits. AID 1794787
OVCAR-8: OVCAR-8 ovarian cancer; 81,000 compounds, 4.4% hits; AID 1794782
A498: A498 renal cancer cells; AID 1794774; 76,000 compounds, 5.4% hits
RXF 393: RXF 393 renal cancer cells; 77,000 compounds, 6.9% hits; AID 1794773
CAKI-1: CAKI-1 renal cancer; 75,000 compounds, 4.7% hits; AID 1794772
OVCAR-5: OVCAR-5 ovarian cancer. 82,000 compounds, 2.9% hits. AID 1794783
TK-10: TK-10 renal cancer cells. 81,000 compounds, 3.9% hits. AID 1794769
Starred values were filed as active, the others as inactive; / = not tested or not shown. How the source made its calls: active means growth percent below 10; inactive means the rest.

SMILES	ACHN	OVCAR-3	OVCAR-8	A498	RXF 393	CAKI-1	OVCAR-5	TK-10
CCCn1c(=C(C#N)C#N)s/c(=C(/N)O)c1=N	88	105	112	102	126	/	99	122
N#Cc1nc(-c2ccc(F)cc2)oc1S(=O)(=O)N1CCN(c2ccc(F)cc2)CC1	78	91	71	113	95	100	111	86
COc1ccc(CC(=O)c2ccc(O)cc2O)cc1	118	130	93	128	144	/	105	122
CCCC(=O)NNc1[nH]c(-c2ccc(Cl)cc2)cc1C(=O)OCC	112	98	96	81	101	81	91	106
CCOC(=O)c1nc(Nc2ccc(NC(=O)Nc3cccc(C)c3)cc2)c2ccccc2n1	98	116	104	66	95	83	97	133
O=C1CSC(/C=C/c2ccccc2)N1c1nnc(Cn2cnnc2)o1 (stereo not drawn)	88	102	/	102	/	95	94	127
COc1ccc(/C=C/c2nc(N3CCOCC3)c3nc(F)c(F)cc3n2)cc1OC	95	/	116	112	116	82	98	143
Nc1nc(=O)[nH]c2ccc(C(=O)c3ccc(Cl)cc3)cc12	99	102	101	103	111	104	108	121
COc1nc(=O)n(C2CCCO2)cc1C (stereo not drawn)	109	103	108	122	113	99	106	115
Cc1ccc(S(=O)(=O)NNC(=O)C2CCC(=O)N2)cc1 (stereo not drawn)	102	98	114	/	109	100	98	104
CC(C)c1ccc(C(=O)Nc2sc3c(c2C(N)=O)CCC(=O)C3=O)cc1	94	87	94	130	/	92	114	125
C/C(=C(\c1ccc(OCCCN(C)C)cc1)c1ccc(OC(=O)C2CCCCC2)cc1)c1ccc(Cl)cc1	105	98	94	97	91	73	99	99
O=c1oc2ccccc2cc1-c1csc(N2N=C(c3ccccc3)CC2c2ccc(Cl)cc2)n1 (stereo not drawn)	89	113	110	161	/	85	107	125
COc1ccc(C2=NN(C(=O)c3ccc(S(C)(=O)=O)cc3)C(c3ccccc3)C2)c(OC)c1 (stereo not drawn)	102	102	/	102	94	85	112	105
COc1ccc(/C(=N/O)c2cc(F)c(F)c(OC)c2F)cc1O	48	-2.7*	18	2.7*	17	28	52	89
Cc1ccc(S(=O)(=O)NCC[C@@H]2C[C@H]2/C=C/c2ccccc2)cc1	107	104	97	/	105	94	110	97
CN(C)c1ccc(/C=C/c2nc3ccccc3c(=O)n2CC(=O)Nc2ccccc2)cc1	19	26	26	71	/	24	89	95
COC(=O)[C@]12CC[C@@H](C)[C@H](C)[C@@H]1C1=CC[C@@H]3[C@@]4(C)C[C@@H](OC(C)=O)[C@H](OC(C)=O)[C@@](C)(COC(C)=O)[C@@H]4[C@H](O)C[C@@]3(C)[C@]1(C)CC2	12	15	17	5.2*	-22*	12	35	-1.3*
O=C1S/C(=C\c2ccc(F)cc2)C(=O)N1Cc1cc2ccccc2nc1Cl	111	128	117	148	115	95	107	109
Oc1ccc(Cl)cc1-c1cc(-c2ccc(Cl)cc2)n[nH]1	53	/	73	84	73	48	73	102
O=C(Cn1cc(CSc2nc3ccccc3o2)nn1)Nc1ccc(F)c(Cl)c1	105	112	109	103	109	88	107	132
COc1ccc(C(=O)CSc2nnc(-c3ccc(-c4ccccc4)nc3C)o2)cc1	99	/	103	65	105	93	103	124
CN(C)c1ccc(Nc2c3ccccc3nc3cc(NC(=O)CCN4CCCC4)ccc23)cc1	1.6*	-39*	4.5*	/	-6.4*	-48*	11	-13*
COc1cc(C(=O)Oc2cccc(CN3CCCCC3)c2)cc(OC)c1OC	109	106	100	84	102	84	103	96
CCCCNC(=S)NS(=O)(=O)c1ccc(CCN2C(=O)/C(=C/c3ccc(OC)c(OC)c3)N=C2C)cc1	105	117	108	133	138	94	105	157
O=C1Nc2ccccc2C1=Nc1ccc2[nH]c3ccccc3c2c1	95	86	95	52	98	89	102	126
O=c1cc(/C=N\Nc2nc(-c3ccc(Cl)cc3Cl)cs2)c2cc(Cl)ccc2o1	98	101	100	101	114	/	97	120
Cc1ccc(S(=O)(=O)Nc2ccc(Cl)cc2C(=O)O)cc1	92	118	101	98	96	111	93	/
CC(C)=CCC[C@](C)(O)[C@H]1CC[C@]2(C)[C@@H]1CC[C@@H]1[C@@]3(C)CC[C@H](N)C(C)(C)[C@@H]3CC[C@]12C	92	107	98	106	53	68	108	127
Cc1ccc(CNc2c3ccccc3nc3cc(NC(=O)CCN4CCCC4)ccc23)cc1	12	-73*	7.4*	/	1.6*	7.0*	21	-20*
CSc1nn(CCC#N)c(=O)[nH]c1=O	107	105	100	108	113	122	112	119
COc1cc(-c2cc(OC)c(O)c(OC)c2)cc(OC)c1O	114	97	98	114	97	87	105	127
Nc1nc(Cl)c2c(n1)Nc1ccccc1N=C2	92	104	114	111	101	/	114	148
CC1=C(/C=C/C(C)=C/C=C/C(C)=C/C(=O)Nc2ccc(O)cc2)C(C)(C)CCC1	52	28	66	71	61	47	90	103
COCCOCn1c(NN(C)C)c(C#N)c2c(N)ncnc21	105	108	113	98	159	89	93	117
C#CCn1c(-c2nonc2N)nc2ccccc21	96	110	106	77	101	91	94	100
COc1cc2oc(-c3cccc(C(=O)NCC(=O)O)c3)cc(=O)c2c(OC)c1OC	104	/	103	106	104	97	96	100
CCOC(=O)C1=C(N)N(c2ccccc2)C2=C(C(=O)CC(C)(C)C2)C1c1ccccc1Cl (stereo not drawn)	69	63	84	99	78	47	87	100
N=C(N)c1ccc(C(=O)Nc2ccc(F)cc2)cc1	112	111	104	96	100	/	114	90
CCCCCCCCC(=O)N1C(C)CCC1C (stereo not drawn)	107	120	104	/	113	89	114	106
Clc1ccc2sc(-c3ccccc3)nc2c1	90	99	88	92	103	91	120	126
CCC(C)C(NC(=O)c1ccccc1)C(=O)O (stereo not drawn)	100	116	99	120	125	95	102	115
O=C(O)C(O)c1cccc2ccccc12 (stereo not drawn)	105	107	98	127	116	/	103	102
CCCCN(CN(CCCC)C1C=CCC1)C1C=CCC1 (stereo not drawn)	112	103	102	101	108	101	102	104
COC(=O)c1ccc(C(=O)Nc2cccc(-c3cc(=O)c4c(OC)c(OC)c(OC)cc4o3)c2)cc1	91	112	78	112	98	96	100	102
CN1CCN(c2ccc3c(C(N)=O)c(NC(=O)c4ccc(C(C)(C)C)cc4)sc3c2)CC1	96	79	95	/	82	100	81	123
O=C(N=Nc1c(O)[nH]c2ccccc12)c1ccc2nc(-c3ccccc3)[nH]c2c1	102	117	109	194	91	102	107	118
CCOC(=O)C[n+]1cccc(Br)c1	107	112	97	91	105	100	108	98
Clc1ccc(-c2cc(-n3nnnc3-c3ccccc3)no2)cc1	95	117	99	104	115	95	100	100
O=C(O)/C=C/c1cn(-c2ccccc2)nc1-c1ccc(Cl)cc1	91	93	89	76	92	82	90	106
O=C(CC(O)(CC(=O)OCc1ccccc1)C(=O)OCc1ccccc1)OCc1ccccc1	95	113	102	86	108	77	103	111
Cc1cc(C)c(CN)cc1C	94	111	103	82	118	94	98	106
Cc1cc(=O)oc2cc(OC(=O)C3(C)CC3)ccc12	105	114	109	92	123	99	103	87
CC1O[C@@H](OC2[C@H](OC(=O)/C=C/c3ccc(O)c(O)c3)C(COC3O[C@H](C)C(O)C(O)[C@@H]3O)O[C@@H](OCCc3ccc(O)c(O)c3)[C@H]2O)[C@@H](O)C(O)[C@H]1O (stereo partly drawn)	103	108	106	107	125	97	105	100
COc1ccc2c(c1)OC13Oc4cc(OC)ccc4C=C1CCCCC3=C2	104	108	93	98	88	/	104	87
CC1(C)OCC2OC=CC(=O)C2O1 (stereo not drawn)	116	111	110	88	128	110	105	94
O=C1N/C(=N/c2ccccn2)S/C1=C/c1ccc(Cl)cc1	97	107	108	/	92	87	105	124
O=C(O)COc1c(Cl)cc([N+](=O)[O-])cc1Cl	106	113	99	97	102	100	96	99
Cc1ccc(S(=O)(=O)Oc2ccc(-c3ccc(Br)cc3)cc2)cc1	104	110	104	92	104	90	116	106
O=C1NOCC1N=Cc1cc(Cl)ccc1O (stereo not drawn)	107	116	106	115	128	99	97	151

Rewritten bar-delimited: six of the compounds above.
SMILES | ACHN | OVCAR-3 | OVCAR-8 | A498 | RXF 393 | CAKI-1 | OVCAR-5 | TK-10
O=C(O)/C=C/c1cn(-c2ccccc2)nc1-c1ccc(Cl)cc1 | 91 | 93 | 89 | 76 | 92 | 82 | 90 | 106
O=C(CC(O)(CC(=O)OCc1ccccc1)C(=O)OCc1ccccc1)OCc1ccccc1 | 95 | 113 | 102 | 86 | 108 | 77 | 103 | 111
Cc1cc(C)c(CN)cc1C | 94 | 111 | 103 | 82 | 118 | 94 | 98 | 106
Cc1cc(=O)oc2cc(OC(=O)C3(C)CC3)ccc12 | 105 | 114 | 109 | 92 | 123 | 99 | 103 | 87
CC1O[C@@H](OC2[C@H](OC(=O)/C=C/c3ccc(O)c(O)c3)C(COC3O[C@H](C)C(O)C(O)[C@@H]3O)O[C@@H](OCCc3ccc(O)c(O)c3)[C@H]2O)[C@@H](O)C(O)[C@H]1O (stereo partly drawn) | 103 | 108 | 106 | 107 | 125 | 97 | 105 | 100
COc1ccc2c(c1)OC13Oc4cc(OC)ccc4C=C1CCCCC3=C2 | 104 | 108 | 93 | 98 | 88 | / | 104 | 87

Full records, looked up by structure. Order of values: ACHN | OVCAR-3 | OVCAR-8 | A498 | RXF 393 | CAKI-1 | OVCAR-5 | TK-10
O=C(CC(O)(CC(=O)OCc1ccccc1)C(=O)OCc1ccccc1)OCc1ccccc1 in the list: 95 | 113 | 102 | 86 | 108 | 77 | 103 | 111
Clc1ccc(-c2cc(-n3nnnc3-c3ccccc3)no2)cc1 in the list: 95 | 117 | 99 | 104 | 115 | 95 | 100 | 100

Just TK-10, for 3 of the compounds above:
compound	TK-10
Cc1cc(=O)oc2cc(OC(=O)C3(C)CC3)ccc12	87
CC1O[C@@H](OC2[C@H](OC(=O)/C=C/c3ccc(O)c(O)c3)C(COC3O[C@H](C)C(O)C(O)[C@@H]3O)O[C@@H](OCCc3ccc(O)c(O)c3)[C@H]2O)[C@@H](O)C(O)[C@H]1O (stereo partly drawn)	100
COc1ccc2c(c1)OC13Oc4cc(OC)ccc4C=C1CCCCC3=C2	87

The list continues:
SMILES	ACHN	OVCAR-3	OVCAR-8	A498	RXF 393	CAKI-1	OVCAR-5	TK-10
N#CCN1CCCCCC1	99	107	98	96	111	97	102	99
O=C(Cn1nnc([N+](=O)[O-])n1)c1ccccc1	107	100	101	49	92	78	114	92
COC(=O)c1ccc2[nH]c(O)c(C(=Nc3ccc(N(C)C(=O)CN4CCN(C)CC4)cc3)c3ccc(OC)cc3)c2c1	15	30	26	-17*	-25*	5.5*	38	28
N=c1c2cc(-c3ccccc3)oc2ncn1/N=C/c1ccc(N2CCOCC2)cc1	95	111	98	98	82	93	98	127
COCCCNC1=C(C#N)C(=O)NC(c2cccc([N+](=O)[O-])c2)S1 (stereo not drawn)	101	102	97	101	114	91	100	112
CCN(CC)CCOCC1CC2C(C=C1C)C2(C)C (stereo not drawn)	94	103	106	96	105	100	92	91
COc1ccc2c3nc4cc(C)c(C)cc4nc3n(CCN(C)C)c2c1	-64*	-47*	-56*	65	-25*	-68*	25	16
Cc1cc2nc3c4cc([N+](=O)[O-])cc([N+](=O)[O-])c4n(CCN(C)C)c3nc2cc1C	36	93	61	97	58	50	88	117
O=c1nccc(SCc2ccc(Cl)cc2Cl)[nH]1	100	108	95	96	95	81	92	100
CS(=O)(=O)c1ccccc1	108	116	103	94	114	73	103	98
C=CCn1c(SCC(=O)Nc2ccc(C(=O)/C=C/c3ccccc3)cc2)nnc1-c1c[nH]c2ccccc12	52	41	65	109	/	57	102	89
CCOC(=O)c1ccc2n1CCCc1cnc(Nc3ccccc3)nc1-2	85	94	95	62	87	70	85	99
COc1cc(/C=C2\Oc3cc(C)c(Cl)cc3C2=O)ccc1O	100	115	105	/	117	90	107	116
COc1cc(-c2nc3ccc([N+](=O)[O-])cc3[nH]2)ccc1OCC(=O)N=Nc1c(O)[nH]c2ccccc12	97	57	95	118	96	97	104	113
CCOC(=O)CC(=O)C(OC)OC	110	115	122	85	113	85	99	115
COc1ccc(-c2nc3c(ncc4ccc(C)nc43)s2)cc1	98	107	102	70	101	95	99	115
COC(=O)CN	103	108	113	115	106	100	109	113
COC1=C(Nc2ccc(OC)cc2)C(=O)C(OC)=C(Nc2ccc(OC)cc2)C1=O	97	119	101	85	120	104	95	108
COc1cc(NCCCCN)c2ncccc2c1	100	114	108	76	116	97	99	102
O=[N+]([O-])c1ccc(CCCl)cc1	98	111	108	75	118	96	91	79
Nc1nc(-c2cccc(Cl)c2)cc(-c2cc3ccccc3oc2=O)n1	97	105	95	/	108	106	95	55
CCCCCCn1c(-c2ccc(-c3nc(-c4ccc5c(c4)OCO5)no3)cc2)nc(-c2ccccc2)c1-c1ccccc1	109	114	104	/	111	97	100	104
O=C(/C=C/c1sc(Cl)nc1Cl)c1ccc2c(c1)OCO2	101	97	93	99	93	83	102	99
CCCc1ccc(-c2cc(/C=N\O)no2)cc1	104	100	96	94	102	95	103	100
COc1cc(-c2nc3ccc(C(=O)NN4C(=O)c5ccc(C(=O)O)cc5C4=O)cc3[nH]2)cc(OC)c1OC	100	114	99	91	106	90	97	95
Cc1ccc2oc(=O)cc(C3=NCCc4c3[nH]c3ccccc43)c2c1	92	98	86	76	93	77	124	145
[O-][n+]1ccccc1CCc1cccc[n+]1[O-]	104	108	96	85	111	/	102	101
CCCNC(=O)Oc1ccc(/C(=C(\C)c2ccccc2)c2ccc(OCCCN(C)C)cc2)cc1	93	83	87	/	71	83	81	85
CCCCNC(=O)Cn1nc(C)c2c1CC(C)(C)CC2=O	100	99	98	96	99	103	93	103
CCOC(=O)c1[nH]nc2c1C1(C(=O)Nc3ccc(Br)cc31)C(C#N)=C(N)O2 (stereo not drawn)	103	/	98	108	98	88	102	125
Cc1cnc(CSc2nc(-c3ccccc3)cn2-c2ccc(Cl)cc2)c(C)c1	99	106	102	100	103	84	101	112
O=C(C1CC1)C1CC1	106	101	103	112	103	/	108	94
COC(=O)/C=C1\SC(=Nc2ccc(F)cc2)N(CCc2c[nH]c3ccccc23)C1=O	103	104	87	110	110	/	110	106
CCOC(=O)c1cc2c([nH]1)-c1nc(Nc3ncccn3)sc1CCC2	101	113	97	72	118	99	118	138

This is a subset, so the mix of outcomes need not match the whole.
